RmlCD inh 1536 – blocks M. tuberculosis RmlC and RmlD coupled enzymes; hit rate 0.03% among 160,000; P9WH09+P9WH11; inhibition, % at 3.6 µM; RmlC+RmlD coupled enzyme assay, percent inhibition; primary screen in compound mixtures; in the data active = inhibition mostly above about 34%, no sharp cut-off; note: some results filed as inactive read as strong as hits
Target sequence (P9WH09 whole entry, looked up): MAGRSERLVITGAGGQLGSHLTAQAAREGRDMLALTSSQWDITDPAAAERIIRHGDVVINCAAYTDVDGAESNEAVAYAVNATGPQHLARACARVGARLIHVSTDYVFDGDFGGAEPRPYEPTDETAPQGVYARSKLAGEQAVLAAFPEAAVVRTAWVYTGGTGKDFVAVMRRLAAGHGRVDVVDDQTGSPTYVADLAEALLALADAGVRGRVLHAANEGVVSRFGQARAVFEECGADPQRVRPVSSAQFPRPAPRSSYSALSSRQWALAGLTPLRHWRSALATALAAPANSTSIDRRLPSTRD
Target sequence (P9WH11 whole entry, looked up): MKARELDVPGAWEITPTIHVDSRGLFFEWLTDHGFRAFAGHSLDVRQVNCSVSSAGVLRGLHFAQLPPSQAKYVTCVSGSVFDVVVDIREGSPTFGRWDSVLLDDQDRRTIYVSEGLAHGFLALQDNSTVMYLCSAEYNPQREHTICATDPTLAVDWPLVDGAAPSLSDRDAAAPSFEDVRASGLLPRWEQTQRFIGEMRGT
GlmU inhibition – inhibition of mycobacterial GlmU enzyme – biochemical, glucosamine-1-phosphate acetyltransferase (AID 1376); M. tuberculosis GlmU acetyltransferase enzyme assay; higher % means a stronger effect; hit rate 0.25% among 220,000; one-dose inhibition, %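 (tested at 30 µM in the primary screen)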; IC50 in µM for titrated hits; in the data active = inhibition above about 13%;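 note: 0% = complete reaction with vehicle and 100% = reaction without substrate; strong numbers were not always called active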
* marks the source's active call; other numbers are inactive results; x = no result given. Some of the compounds tested, so the mix of outcomes need not match the whole.

The line under a structure holds: RmlCD inh 1536, GlmU inhibition
1: COCCN1C(=O)C(=O)/C(=C(/O)c2ccc3c(c2)OCCO3)C1c1ccc(C(=O)OC)cc1 (configuration not stated)
 : -10, -1.9%
2: O=C(NC1CCCC1)C1CCN(C(=O)c2ccc(-c3ccccc3)cc2)CC1
 : 2, -2.1%
3: Cc1ccc(NN2C(=O)C=CC2=O)cc1
 : 8, -2.7%
4: O=C(Nc1ccccc1F)c1cc2c(s1)-c1ccccc1S(=O)(=O)C2
 : 12, -0.9%
5: O=C(NCC1CCCO1)c1ccc(NS(=O)(=O)c2cccc([N+](=O)[O-])c2)cc1 (configuration not stated)
 : -8, -3.4%
6: CCOC(=O)N1CCc2c(sc3nc(SC(C)C)n(N)c(=O)c23)C1
 : -3, 3.8%
7: O=C(NC1CCS(=O)(=O)C1)/C(=C\c1ccco1)NC(=O)c1ccccc1 (configuration not stated)
 : 4, 6.1%
8: CCOC(=O)c1ccc(NC(=O)c2ccc(OC(C)C)c(OC)c2)cc1
 : -8, -6.7%
9: CCC1(C)Cc2c(C#N)c(N)n(-c3ccccc3)c(=O)c2CO1 (configuration not stated)
 : -8, 13%*
10: C=CCN1C(=O)/C(=C/c2cc(C)n(-c3cccnc3)c2C)C(=O)NC1=S
 : 6, 2.5%

Two neighbouring compounds already listed:
The line under a structure holds: RmlCD inh 1536, GlmU inhibition
1: COCCN1C(=O)C(=O)/C(=C(/O)c2ccc3c(c2)OCCO3)C1c1ccc(C(=O)OC)cc1 (configuration not stated)
 : -10, -1.9%
2: O=C(NC1CCCC1)C1CCN(C(=O)c2ccc(-c3ccccc3)cc2)CC1
 : 2, -2.1%

Continuation.
The line under a structure holds: RmlCD inh 1536, GlmU inhibition
11: Cc1nnc(SCC(=O)N2c3ccccc3C(C)(c3ccccc3)CC2(C)C)s1 (configuration not stated)
 : 4, 1.8%
12: CC(C)Oc1ccc2c(=O)c(-c3ccccc3)coc2c1
 : 7, -6.0%
13: c1ccc(OCCCc2nc(-c3ccccn3)no2)cc1
 : x, -2.1%
14: CCc1ccc(O)c(N=Cc2cccc(C)c2O)c1
 : 19, -1.0%
15: CCOc1ccc(OCC)c(-c2c(=O)n(OCc3ccc(C(C)(C)C)cc3)c3ccccc3[n+]2[O-])c1
 : 23, 1.2%
16: COc1cccc(C(=O)NCc2cn3ccsc3n2)c1
 : 11, -3.2%
17: O=C(CN(CCO)c1ccccc1)Nc1ccc(Cl)c(S(=O)(=O)N2CCOCC2)c1
 : -6, -4.7%
18: CC(=O)Nc1nnc(COc2ccc(Cl)cc2)s1
 : 4, -3.6%
19: CN1c2ccccc2C(C)(C)C12CC(c1ccc(S(=O)(=O)N3CCCCC3)cc1)=NO2 (configuration not stated)
 : 0, 3.2%
20: COc1ccc(/C=N/NC(=S)SC)cc1OC
 : 29, 6.2%
21: CCCc1cc(=O)n2[nH]c(NCc3ccc(OC)c(OC)c3)nc2n1
 : 8, 2.8%
22: Fc1ccc(Cn2cnc3ccccc32)cc1
 : 7, -5.2%
23: Cc1nc(CC(=O)Nc2nc(-c3ccccc3)cs2)cs1
 : x, 6.0%
24: C=CCSc1nc2sc(-c3ccccc3)cc2c(=O)n1N
 : -13, -4.2%
25: CCN1CCN(C(=O)c2ccc(-c3nc4ccccc4s3)s2)CC1
 : 9, 1.4%
26: COCCNC(=S)N1CCC(c2nc(-c3ccc(N(C)C)cc3)no2)CC1
 : 3, -0.7%
27: CC(C)(C)[C@@H]1C=C(C(=O)N2CCN(Cc3ccc4c(c3)OCO4)CC2)O[C@H](OCc2ccc(CO)cc2)C1
 : x, -0.5%
28: CCOC(=O)N1CCN(C(=O)c2cnn3c(C(F)(F)F)cc(-c4cccs4)nc23)CC1
 : -2, -1.8%
29: Cc1ccc(CC(=O)N2CCN(C(=O)c3ccco3)CC2)cc1
 : x, -1.6%
30: N#CCSc1nc2ccccc2c(=O)n1-c1ccccc1
 : 12, -4.5%

Whole records as entered above. Screens in order: RmlCD inh 1536 | GlmU inhibition
C=CCSc1nc2sc(-c3ccccc3)cc2c(=O)n1N is listed with -13 | -4.2%
Cc1ccc(CC(=O)N2CCN(C(=O)c3ccco3)CC2)cc1 is listed with x | -1.6%

More compounds:
The line under a structure holds: RmlCD inh 1536, GlmU inhibition
31: CCN(CC)CCn1c(=N)n(CCO)c2ccccc21
 : 2, -9.7%
32: Cc1ccc(-n2cc(-c3ccccc3)c3c(N4CCN(C)CC4)ncnc32)cc1
 : 4, 6.4%
33: O=C(NCc1ccco1)c1cc(S(=O)(=O)N2CCOCC2)ccc1Cl
 : x, -4.6%
34: CCOP(=O)(OCC)C(O)c1cccc([N+](=O)[O-])c1 (configuration not stated)
 : 12, -2.4%
35: COc1ccc(CN2CCNC(=O)C2CC(=O)NCc2cnn(C)c2)cc1OC (configuration not stated)
 : -7, 1.1%
36: CCCCc1c(O)nc(SCC(=O)c2ccccc2)n(-c2ccccc2)c1=O
 : -1, 1.1%
37: O=C(CSc1nnc(-c2ccccn2)n1Cc1ccco1)c1ccc(-c2ccccc2)cc1
 : -8, -2.5%
38: C/C(=N\NC(=O)C1(C)CC1(Br)Br)c1ccc(NC(=O)c2ccc(C)o2)cc1 (configuration not stated)
 : -6, -0.6%
39: CN1C(=O)NC(c2ccc(O)cc2)C2=C1CN(c1ccccc1)C2=O (configuration not stated)
 : -12, 6.2%
40: CCOc1ccc(N2C(=O)c3cccnc3C2Nc2ccc(OC)cc2)cc1 (configuration not stated)
 : -8, -1.0%
41: O=C(COC(=O)CCc1ccccc1)NC(c1ccccc1)c1ccccc1
 : 5, 1.0%
42: CC(C)(C)NC(=O)C(c1ccncc1)N(C(=O)Cn1nnc(-c2ccc(F)cc2)n1)c1cccc(F)c1 (configuration not stated)
 : x, 7.7%
43: O=c1c2cn[nH]c2nc(SCc2ccccc2F)n1-c1ccc(Br)cc1
 : x, 3.3%
44: C/C(=C\C(=O)c1ccc(C)o1)Nc1ccc2c(c1)OCO2
 : 5, -6.1%
45: COc1ccc(CCNc2oc(Cc3ccccc3)nc2C#N)cc1OC
 : -3, -1.1%
46: CCCSc1nnc2[nH]c(=O)cc(N)n12
 : x, -3.3%
47: CCOc1cc(/C=C2/NC(=O)N(Cc3ccccc3F)C2=O)ccc1O
 : x, -1.6%
48: CS(=O)(=O)N(CC(=O)Nc1c(F)cccc1F)c1cccc([N+](=O)[O-])c1
 : 7, 1.3%
49: Cc1ccc(N/C=C/C(=O)c2ccc(C)cc2)cc1
 : x, 2.5%
50: COCC(C)n1c(SCC(=O)c2cc(C)n(C)c2C)nc2ccccc2c1=O (configuration not stated)
 : 7, 0.6%
51: Cc1ccc(C(=O)N/C(=C/c2ccco2)C(=O)NCCCn2ccnc2)cc1
 : 95, 5.4%
52: O=C(CCC(=O)OCC(=O)c1cccc([N+](=O)[O-])c1)NC1CCCCC1
 : x, 3.6%
53: O=C(CCN1CCN(CCO)CC1)Nc1ccc(Br)cc1
 : x, -3.8%
54: CN(C)CCCNCCCNC(=O)c1ccccn1
 : 7, -3.4%
55: CCCSc1nc2sc3c(c2c(=O)n1CC)CC(C)(C)OC3
 : 0, 3.8%
56: Oc1[nH]c2ccccc2c1N=Nc1nc(Nc2ccccc2)nc(N2CCOCC2)n1
 : x, 3.9%
57: Cn1nc2c3ccccc3n(Cc3ccccc3)c2nc1=S
 : -1, -2.6%
58: COc1ccc(N2CCN(C(=O)c3ccc(C)cc3)CC2)c([N+](=O)[O-])c1
 : -12, 1.8%
59: C/[N+]([O-])=C/c1c(OCc2ccc(Cl)cc2Cl)ccc2ccccc12
 : -12, 2.0%
60: N#Cc1c[nH]n2c(=O)c3c(nc12)CCCC3
 : 1, x
61: Cc1cc(NC(=O)CSc2nccn2-c2ccc(Cl)cc2)no1
 : -3, -3.0%
62: CCOc1cccc(/C=C2/NC(=O)N(CC(=O)Nc3cccc(C)c3)C2=O)c1O
 : x, -0.5%
63: CCn1c(SCC(=O)Nc2ccccc2OC)nc(O)cc1=O
 : 4, 0.8%
64: Cc1cccc(-n2nc(C(=O)Nc3ccccc3)n3c(=O)cc(-c4ccccc4)nc23)c1
 : x, 4.1%
65: O=C(NC1CC2CCCC(C1)N2S(=O)(=O)c1ccccc1)c1ccccc1 (configuration not stated)
 : -6, 2.5%
66: COc1cccc2c1C(=O)c1c(O)c3c(c(O)c1C2=O)C[C@@](O)(C(=O)CO)C[C@@H]3O[C@H]1C[C@H](N)[C@H](O)[C@H](C)O1
 : x, -11%
67: O=C(O)/C=C/c1cn(Cc2ccccc2)nc1-c1ccc(Cl)cc1
 : -7, 2.5%
68: CCn1c(COc2cccc3cccnc23)nnc1SCC(=O)OC
 : -4, 2.6%
69: O=C(O)CN(Cc1ccccc1)S(=O)(=O)c1ccc2c(c1)OCCO2
 : 22, 1.4%
70: COc1ccc(CN(C(=O)c2ccccc2OC)C2CCS(=O)(=O)C2)cc1 (configuration not stated)
 : 9, -0.4%
71: Cn1c(=O)c2c(ncn2CC(=O)N/N=C/C=C\c2ccccc2[N+](=O)[O-])n(C)c1=O
 : x, 4.9%
72: COc1ccc(Nc2nc(-c3cccc([N+](=O)[O-])c3)nc3ccccc23)c(OC)c1
 : 73, -1.6%
73: COc1ccc(S(=O)(=O)N2CCOC2CNC(=O)C(=O)NCCc2ccc(OC)c(OC)c2)cc1 (configuration not stated)
 : 20, -4.4%
74: Cc1c(Cc2ccccc2)sc(NC(=O)C(C)(C)C)c1C(N)=O
 : -8, 4.5%
75: Cc1ccc(S(=O)(=O)NCc2ccc3c(c2)cc(C)n3C)cc1
 : 8, 3.1%
76: COC(=O)C1CCN(C(=O)CN2C(=O)NC(CCc3ccccc3)C2=O)CC1 (configuration not stated)
 : -6, 2.0%
77: N#Cc1cc2c(=O)n3ccccc3nc2n(CCCN2CCOCC2)c1=O
 : 10, -2.5%
78: CCOC(=O)c1c(C)n(C)c2ccc(OCC(O)Cn3nc(C)cc3C)cc12 (configuration not stated)
 : x, -5.0%
79: Cc1ccc(NC(=O)NC(=O)N(c2ccccc2)S(C)(=O)=O)cc1
 : 9, 2.2%
80: Cc1ccccc1OCCNc1cc(N2CCNCC2)ccc1[N+](=O)[O-]
 : 5, -1.0%

Following part:
The line under a structure holds: RmlCD inh 1536, GlmU inhibition
81: CCc1cc2c3c(c1)C(C)CC(C)(C)N3C(=O)C2=O (configuration not stated)
 : x, -2.6%
82: O=C(Nc1ccc(Cl)cc1)c1ccc2c(c1)OCO2
 : -2, 2.1%
83: CNC(=S)Nc1ccc(C23CC4CC(CC(C4)C2)C3)cc1
 : -13, 2.1%
84: CCCc1[nH]nc2c1C(c1ccc(OC(=O)N3CCOCC3)c(OC)c1)C(C#N)=C(N)O2 (configuration not stated)
 : 12, -4.1%
85: CCn1c(SCc2nc3ccccc3nc2C)nnc1-c1cccs1
 : -5, -5.8%
86: CSc1nc(Cl)c(Cc2ccc(OC(C)C)cc2)c(N2CCOCC2)n1
 : 10, -1.2%
87: Cn1c(C2=C(O)CN(Cc3ccccc3)C2=N)nc2ccccc21
 : -8, 1.6%
88: COc1cccc(CNC(=O)CCC2CCCN(C(=O)C3=CC(=O)CC(C)(C)O3)C2)c1 (configuration not stated)
 : x, 8.0%
89: CC(C)CN(CC(C)C)CC(O)COc1ccccc1Br (configuration not stated)
 : 3, -0.2%
90: Cc1cc(NC(=O)c2sccc2C)n(-c2nc3ccccc3[nH]2)n1
 : x, -4.7%

4 of the compounds above, as labelled records:
(86) CSc1nc(Cl)c(Cc2ccc(OC(C)C)cc2)c(N2CCOCC2)n1
  RmlCD inh 1536: 10	GlmU inhibition: -1.2%

(87) Cn1c(C2=C(O)CN(Cc3ccccc3)C2=N)nc2ccccc21
  RmlCD inh 1536: -8	GlmU inhibition: 1.6%

(88) COc1cccc(CNC(=O)CCC2CCCN(C(=O)C3=CC(=O)CC(C)(C)O3)C2)c1 (configuration not stated)
  RmlCD inh 1536: x	GlmU inhibition: 8.0%

(89) CC(C)CN(CC(C)C)CC(O)COc1ccccc1Br (configuration not stated)
  RmlCD inh 1536: 3	GlmU inhibition: -0.2%

(next part)
The line under a structure holds: RmlCD inh 1536, GlmU inhibition
91: COc1cc(OC)cc(C(=O)Nc2ccc(S(=O)(=O)Nc3nc(C)cc(C)n3)cc2)c1
 : x, 3.8%
92: CC1Cc2ccccc2N1C(=O)CSc1nccc(=O)[nH]1 (configuration not stated)
 : 4, 4.2%
93: CC(C)(C)SCCNS(=O)(=O)c1ccccc1
 : x, -5.2%
94: CCC(=O)Nc1nnc(CCc2ccccc2)s1
 : x, 0.6%
95: O=c1[nH]cc(F)c(=O)[nH]1
 : x, 3.5%
96: CC1(C)Cc2c(sc3nc(SCC(=O)NCc4ccccc4)n(-c4ccccc4)c(=O)c23)CS1
 : 13, -1.9%
97: CC(OC(=O)c1ccc(S(=O)(=O)N(C)C)cc1)C(=O)Nc1ccc(Cl)cn1 (configuration not stated)
 : 47, -5.0%
98: OCCOCCNc1ncnc2c1cnn2-c1ccccc1
 : x, 8.6%
99: CCOC(=O)/C(C#N)=C\N(C)C
 : -12, x
100: O=C(CCCOc1ccccc1)Nc1cccc([N+](=O)[O-])c1
 : -5, 5.4%
101: COc1ccc(C(=O)/C=C/c2ccccc2)c(O)c1
 : 5, -0.8%
102: CC(=O)N(Cc1ccccc1)Cc1nc2sc(C)c(C)c2c(=O)[nH]1
 : 3, -5.4%
103: Cn1c(=O)c2c(nc(CN3CCOCC3)n2CCCc2ccccc2)n(C)c1=O
 : x, -4.2%
104: COc1cc2[nH]c(=O)n(C3CCCCC3)c(=O)c2cc1OC
 : -6, -1.7%
105: COc1cc2c(cc1OC)C(C)N(C(=O)c1c(-c3ccccc3)noc1C)CC2 (configuration not stated)
 : 17, -2.0%
106: CSCCC(N=Cc1c(O)n(-c2ccc(Br)cc2)c(=O)[nH]c1=O)C(=O)OC(C)(C)C (configuration not stated)
 : -5, 0.4%
107: O=C1C2C3C=CC(C3)C2C(=O)N1Cc1cccnc1 (configuration not stated)
 : -6, 9.0%
108: Cc1nn2c3c(cnc2c1-c1ccccc1)C(=O)CC(c1ccccc1)C3 (configuration not stated)
 : -7, 2.2%
109: COC(=O)CCC(=O)Nc1ccc(OC)cc1
 : -6, 0.3%
